Screens: PubChem BioAssay, National Center for Advancing Translational Sciences (NCATS)
EPAC2 agonist: activates human EPAC2 exchange factor. Q8WZA2. EPAC2 activation, biochemical qHTS; response scale: 100% = 6.5 mM cAMP response. Potency, µM (doses to about 154 µM), for inactives: top-dose activation, actives largely listed as activators. 360,000 compounds, 0.079% hits. AID 720711; also: potency is read from the fitted curve at half-maximal effect; nearly all actives have a fitted effect of over 50% in size
Target sequence (Q8WZA2 whole entry, looked up): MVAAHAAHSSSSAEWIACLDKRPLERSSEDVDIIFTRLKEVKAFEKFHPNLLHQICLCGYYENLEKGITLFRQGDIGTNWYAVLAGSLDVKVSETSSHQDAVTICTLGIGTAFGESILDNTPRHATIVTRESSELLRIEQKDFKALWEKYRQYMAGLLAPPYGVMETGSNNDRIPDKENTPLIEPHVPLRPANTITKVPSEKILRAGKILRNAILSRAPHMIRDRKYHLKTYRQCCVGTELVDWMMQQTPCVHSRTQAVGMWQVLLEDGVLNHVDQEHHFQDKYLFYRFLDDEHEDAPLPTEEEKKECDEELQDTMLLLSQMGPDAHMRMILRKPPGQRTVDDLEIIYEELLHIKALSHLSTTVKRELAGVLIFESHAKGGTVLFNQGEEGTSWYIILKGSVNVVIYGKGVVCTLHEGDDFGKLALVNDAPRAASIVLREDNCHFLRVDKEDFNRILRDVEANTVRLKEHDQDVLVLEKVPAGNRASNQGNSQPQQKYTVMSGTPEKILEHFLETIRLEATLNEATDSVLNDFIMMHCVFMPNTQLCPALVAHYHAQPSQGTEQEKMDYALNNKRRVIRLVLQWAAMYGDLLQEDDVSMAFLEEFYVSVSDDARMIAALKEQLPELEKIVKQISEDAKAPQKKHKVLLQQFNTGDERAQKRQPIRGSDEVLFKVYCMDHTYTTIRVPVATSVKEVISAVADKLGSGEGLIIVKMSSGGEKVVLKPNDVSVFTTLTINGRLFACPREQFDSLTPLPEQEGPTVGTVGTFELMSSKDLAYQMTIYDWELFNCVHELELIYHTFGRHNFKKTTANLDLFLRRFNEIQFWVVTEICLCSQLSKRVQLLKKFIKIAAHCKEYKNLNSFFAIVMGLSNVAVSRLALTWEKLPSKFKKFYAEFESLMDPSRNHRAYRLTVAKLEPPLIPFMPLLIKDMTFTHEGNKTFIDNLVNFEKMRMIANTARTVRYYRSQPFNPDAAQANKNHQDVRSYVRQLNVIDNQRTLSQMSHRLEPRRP
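Exchange assay: 100 nM EPAC2 with 250 nM Rap1B-BODIPY-GDP and 50 uM GDP. Fluorescence (ex 480/em 540 nm) read every 5 min for 30 min at room temperature. Data normalized to 6.5 mM cAMP as agonist control.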
pAkt inh: inhibitors of Akt phosphorylation. 360,000 compounds, 0.32% hits. activity change, % for hits at 50 µM. AID 651550. Neuro2A IGF-stimulated pAkt S473 HTRF, 20 min; hits give low values; in the data active = activity change below about -80%; inconclusive = mostly about -51% to -80%; also: % is scaled to controls: 0 for no effect and ±100 for the full control effect
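Neuro2A cells (4,500/well, DMEM with 0.5% FBS) were treated with compound at a single 50 µM final concentration, stimulated with 6 nM IGF for 20 min at 37 °C, and lysed. Phospho-Akt Ser473 was read by HTRF as 665/615 ratio ×10^4.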
Nrf2 inh: inhibitors of Nrf2 signaling; 360,000 compounds, 2.1% hits; Potency, µM (top dose mostly 46 µM), for the others: at the highest dose activity change, negative = inhibition, usual class: inhibitors; A549 ARE-Fluc reporter, luciferase luminescence, 18-24 h; AID 504444; also: potency is read from the fitted curve at half-maximal effect; % is scaled to controls: 0 for no effect and ±100 for the full control effect; nearly all actives have a fitted effect of over 60% in size
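Quantitative HTS in A549 cells stably bearing an antioxidant response element-firefly luciferase construct. Inhibition of Nrf2-driven transcription was scored by luminescence after 18-24 h of compound exposure at 37 °C.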
EPAC2 antagonist: EPAC2 (human) antagonism. Q8WZA2. EPAC2 GEF exchange of Rap1B-BODIPY-GDP, fluorescence. Potency, µM (series often up to 114 µM), for the others: at the highest dose activity, negative = inhibition, usual class: inhibitors. 360,000 compounds, 0.18% hits. AID 720708; also: potency is read from the fitted curve at half-maximal effect; % is scaled to controls: 0 for no effect and ±100 for the full control effect; nearly all actives have a fitted effect of over 45% in size; many of its hits are not listed in these tables
Nrf2 ARE act: activates Nrf2 signaling. AREc32 ARE-luciferase reporter (MCF7-derived line), luminescence, 24 h. Potency, µM (series often up to 46.1 µM), inactives show at the highest dose activation, hits mostly activators. 410,000 compounds, 0.31% hits; also: potency is read from the fitted curve at half-maximal effect; % of control where 0% means no effect; nearly all actives have a fitted effect of over 65% in size
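ARE-driven firefly luciferase activity in AREc32 cells measured after a 24 hr compound exposure at 37 deg C, using Steady-Glo reagent and a 30 min room-temperature hold.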
TGFb inhibitor: blocks TGF-b signaling | HepG2 CAGA-GFP TGF-b/SMAD3 reporter, GFP fluorescence, 18 h; TGF-beta stimulated, 500 pg/mL final | Potency, µM (doses to about 46.1 µM), without a hit: top-dose activity, negative = inhibition, most hits filed as inhibitors | 410,000 compounds, 1.2% hits | AID 588855; also: potency is read from the fitted curve at half-maximal effect; % is scaled to controls: 0 for no effect and ±100 for the full control effect; nearly all actives have a fitted effect of over 65% in size
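Per well, imaged GFP fluorescence of HEPG2 CAGA-GFP cells gives the signal; cells get compound, then TGF-beta (500 pg/mL final), 18 h at 37 degrees C; %Activity versus -TGF-beta and +DMSO controls.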
A549 viability: A549 cytotoxicity, counter-screen for Nrf2 inhibitors | A549 ARE-Fluc cells, CellTiter-Fluor viability, 18-24 h | Potency, µM (highest dose often 46 µM), inactives show top-dose activity change, negative = cytotoxicity, actives largely listed as inhibitors | 390,000 compounds, 0.16% hits | AID 504648; also: potency is read from the fitted curve at half-maximal effect; % is scaled to controls: 0 for no effect and ±100 for the full control effect
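A549 ARE-Fluc cells in 5% FBS OPTI-MEM, 5000 cells/well, rested 2 h then exposed to compounds in concentration-response for 18-24 h at 37 °C. Viability by CellTiter-Fluor fluorescence (Ex 405/Em 525) after 30 min; luciferase luminescence (BugLite, 15 min, RT) read afterwards.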
Mm-Cpn inhibitor: inhibitors of Methanococcus maripaludis chaperonin (MmCpn) | purified Mm-Cpn ATPase, ADP Transcreener TR-FRET | Potency, µM (series often up to 76.9 µM), for the others: at the highest dose activity, negative = inhibition, usual class: inhibitors | 330,000 compounds, 0.031% hits; also: potency is read from the fitted curve at half-maximal effect; % is scaled to controls: 0 for no effect and ±100 for the full control effect; nearly all actives have a fitted effect of over 80% in size
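Eu-cryptate anti-ADP/ADP-d2 competition gives a ratio inversely related to ADP. Enzyme at 25 nM was pre-exposed to compound for 10 min, then given 10 uM ATP for 30 min, 37°C throughout.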
CCT modulator: cytosolic chaperonin activity modulation | purified chaperonin ATPase assay, HTRF ADP detection, 30 min | activity change, % (no concentration beside the values), hits read low | 360,000 compounds, 0.3% hits | AID 651819; in the data active = activity change below about -30%; also: % is scaled to controls: 0 for no effect and ±100 for the full control effect
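Enzyme 40 or 20 nM (batch-dependent) in Tris pH 7.4/KCl/MgCl2/DTT; cpd 76 uM single point; ATP 10 uM; 30 min 37 °C; Transcreener ADP HTRF detection, 30 min RT; ratio 665/615.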
* marks the source's active call; other numbers are inactive results; i = inactive; u = inconclusive; x = not tested or not shown; [ ] = dose if it differs, or a comment. Unless noted, calls follow the shape of the dose curve; as a rule, active = well fitted curve in the direction sought with a large enough effect; inconclusive = small, poorly fitted or top-dose-only effect, or another doubt; inactive = no such curve, though single readings can be large; an effect the other way counts as inactive or inconclusive.

SMILES	EPAC2 agonist	pAkt inh	Nrf2 inh	EPAC2 antagonist	Nrf2 ARE act	TGFb inhibitor	A549 viability	Mm-Cpn inhibitor	CCT modulator
Cc1ccc(S(=O)(=O)NC(=S)c2ccccc2)cc1	9%	i	10%	-11%	-0.3%	-2%	-3%	x	0.0
CCOc1ccc(NC(=O)CSc2nncc(=O)[nH]2)cc1	-2%	i	u	-2%	2.5%	2%	-2%	1%	-0.8
Cn1c(C(=O)OCC(=O)NCC2CCCO2)cc2sccc21 (configuration not stated)	7%	i	-11%	-3%	3.0%	-13%	-6%	0%	-4.1
CCCC(=O)NC(=S)Nc1ccc(Cl)cn1	13%	i	1%	-1%	5.1%	10%	4%	-3%	1.8
COc1ccc(NC(=O)CNC(=O)Cn2cnc3sc(C)c(C)c3c2=O)cc1OC	-5%	i	-28%	32%[activator]	-0.1%	5%	-11%	-4%	0.9
COc1ccccc1NS(=O)(=O)c1cc(NC(=O)c2ccc(NC(C)=O)cc2)ccc1N1CCOCC1	-2%	i	-11%	1%	3.8%	u	1%	x	-3.5
Cc1cccc(C(=O)NC(=S)NCc2ccccc2)c1	18%	i	5%	4%	0.2%	-8%	2%	x	0.6
COc1ccc(S(=O)(=O)N2CCOCC2)cc1NS(=O)(=O)/C=C/c1ccccc1	8%	i	4%	-3%	-0.6%	-2%	11%	1%	-1.7
CN(CC(=O)Nc1ccc(Cl)c(S(=O)(=O)N2CCOCC2)c1)C(=O)c1cccs1	11%	i	-13%	-4%	-0.6%	1%	11%	1%	-1.6
COc1ccccc1NC(=S)NNC(=O)c1ccc(Cl)cc1Cl	-6%	i	u	-2%	3.2%	-8%	-4%	-1%	-0.4
COc1ccc(F)cc1CN1CCN(CC(=O)N2CCc3ccccc32)CC1	4%	i	-9%	9%	0.6%	37%[activator]	-6%	0%	-1.5
CCOC(=O)c1cccc(NC(=O)N2CCC(CN3CCCCCC3)CC2)c1	x	x	u	x	3.7%	-7%	-1%	x	x
Cc1c(C(=O)NCc2ccccn2)oc2ccc(S(=O)(=O)N3CCC4(CC3)OCCO4)cc12	-5%	i	-28%	-1%	1.5%	-7%	10%	2%	1.1
CC(C)NC(=O)CSc1nc(Cc2ccccc2)nc2ccccc12	6%	i	-1%	-3%	8.3%	8%	-1%	0%	-5.8
O=C(COC(=O)c1n[nH]c2ccccc12)NCCc1ccccc1	-2%	i	u	-8%	8.8%	5%	0%	2%	-3.8
O=C1NCCCCC1NS(=O)(=O)c1ccc(F)c(F)c1 (configuration not stated)	-4%	i	1%	7%	0.1%	0%	-1%	1%	-0.4
CCC(=O)NC(=S)Nc1ccc(S(=O)(=O)NC(C)=O)cc1	7%	i	1%	0%	-0.1%	0%	8%	-1%	-3.5
CCOC(=O)c1cc2n(n1)C(C(F)(F)F)CC(C)N2 (configuration not stated)	-7%	i	u	-3%[57.1 µM]	0.2%	17%	-9%	2%	-0.7
Cc1cccc(NC(=O)CN2C(=S)NC(C)(C)CC2C)c1 (configuration not stated)	-1%	i	-12%	-2%	-1.8%	-4%	-5%	-1%	-2.4
COC(=O)[C@@H](Cc1c[nH]c2ccccc12)NC(=O)c1ccc2c(c1)OCO2	7%	i	14%	-4%	0.4%	-21%	4%	-2%	1.3

Record cards (already shown).
COc1ccc(F)cc1CN1CCN(CC(=O)N2CCc3ccccc32)CC1 across the screens: EPAC2 agonist: 4%; pAkt inh: i; Nrf2 inh: -9%; EPAC2 antagonist: 9%; Nrf2 ARE act: 0.6%; TGFb inhibitor: 37%[activator]; A549 viability: -6%; Mm-Cpn inhibitor: 0%; CCT modulator: -1.5
Cc1c(C(=O)NCc2ccccn2)oc2ccc(S(=O)(=O)N3CCC4(CC3)OCCO4)cc12 across the screens: EPAC2 agonist: -5%; pAkt inh: i; Nrf2 inh: -28%; EPAC2 antagonist: -1%; Nrf2 ARE act: 1.5%; TGFb inhibitor: -7%; A549 viability: 10%; Mm-Cpn inhibitor: 2%; CCT modulator: 1.1

Next part:
SMILES	EPAC2 agonist	pAkt inh	Nrf2 inh	EPAC2 antagonist	Nrf2 ARE act	TGFb inhibitor	A549 viability	Mm-Cpn inhibitor	CCT modulator
COc1ccc(/C=N/NC(=O)c2ccncc2)cc1CN1CCOCC1	6%	i	11%	4%	3.2%	-15%	2%	1%	-2.6
Cc1cc(NC(=O)c2cc(-c3ccc(Br)cc3)on2)nn1Cc1ccc(Cl)cc1	x	x	-27%	x	0.7%	-4%	-3%	x	x
CN1CCN(c2nc3c(c(=O)n(C)c(=O)n3C)n2Cc2cccc3ccccc23)CC1	3%	i	1%	-1%	0.3%	-29%	-3%	1%	-4.3
CNC(=O)[C@H]1O[C@@H](n2cnc3c(NCc4cccc(I)c4)nc(Cl)nc32)[C@H](O)[C@@H]1O	-2%	i	18µM*	8%	-0.2%	26%	-28%	-2%	-0.1
CCc1ccc(C2CC(=O)NC(NC(=O)c3ccc(C(C)(C)C)cc3)=N2)cc1 (configuration not stated)	x	x	26%	x	-1.2%	0%	0%	x	x
O=C1CSC(c2ccc(Cl)cc2Cl)N1c1ccccn1 (configuration not stated)	23%	i	-5%	18µM*	-0.6%	2%	-5%	0%	0.3
O=C(CN1CCN(c2ccc([N+](=O)[O-])cc2Cl)CC1)N1CCOCC1	5%	i	-14%	2%	0.0%	9%	-3%	2%	0.5
O=C(CC1C(=O)CCCC1=O)c1ccccc1	16%	i	-28%	2%	5.0%	u	-11%	-4%	0.0
N#Cc1ccc(Cl)cc1NC(=O)CN1C(=O)C(=O)N(CCC2=CCCCC2)C1=O	2%	i	x	4%	0.7%	6%	x	x	2.1
COc1ccc(CCNC(=O)c2c(C)oc3ncn(CC(C)C)c(=O)c23)cc1OC	x	x	-26%	x	0.8%	17%	-4%	x	x
CC(C)(C)C1=C[C@@H](CO)C[C@@H](CO)C1	2%	i	2%	-1%	-0.2%	4%	4%	1%	-3.1
N#Cc1nc(-c2ccco2)oc1NCc1ccccc1Cl	12%	i	u	10%	21%	-17%	6%	0%	1.6
O=C(O)c1ccc(Cl)c(S(=O)(=O)NCc2cccnc2)c1	4%	i	5%	8%	4.4%	-2%	4%	1%	-1.0
CCC(C)NC(=O)C(Sc1ccccc1)c1ccccc1 (configuration not stated)	-2%	i	30%	4%	-0.1%	-11%	0%	3%	2.6
O=C(Nc1cc([N+](=O)[O-])ccc1O)NC1CCS(=O)(=O)C1 (configuration not stated)	5%	i	2%	5%	-1.0%	1%	u	-4%	0.6
O=C(CS(=O)Cc1ccccc1Cl)Nc1ccccc1Cl (configuration not stated)	5%	i	1%	-8%	0.8%	7%	-8%	-9%	-2.4
CCOC(=O)c1ccccc1NC(=O)CCNC(=O)Cn1cnc2ccccc2c1=O	-15%	i	24%	3%	-0.5%	-32%	13%	-4%	0.3
C=CCc1cccc(Cl)c1OCCON1C(=O)CCC1=O	8%	i	9%	-1%	-0.5%	-15%	-6%	-2%	-0.3
CCOc1ccc2c(c1)c(=O)c(S(=O)(=O)c1ccc(CC)cc1)cn2CC	x	x	-30%	x	0.6%	0%	17%	x	x
COc1cccc(NC(=S)NNC(=O)Cn2nc(C(F)F)cc2C(F)F)c1	1%	i	10%	-25%	-0.3%	-9%	0%	-1%	1.0
CCn1nnnc1NCc1ccc(N2CCCC2)cc1	0%	i	3%	1%	-0.1%	5%	10%	-2%	-0.5
Cc1ccccc1CSc1nnc(-c2cnccn2)n1C	u	i	17%	0%	1.7%	34%[activator]	2%	1%	-8.0
COc1ccccc1-c1nnc(SCC(=O)NC2CCS(=O)(=O)C2)n1CCc1ccccc1 (configuration not stated)	-3%	i	-3%	1%[57.1 µM]	-0.1%	-4%	-2%	1%	0.8
COc1ccc(CCNC(=O)CSCc2nc(-c3cccc(C)c3)oc2C)cc1OC	x	x	u	x	0.0%	u	-3%	x	x
O=C(c1ccc(Cl)c(Cl)c1)c1cc(-c2ccccn2)c(N2CCOCC2)s1	11%	i	-11%	14%	4.4%	u	-3%	u	-2.0
Cc1cc(C)n(CC(O)Cn2c3ccc(Br)cc3c3cc(Br)ccc32)c(=O)n1 (configuration not stated)	11%	i	u	-15%	7.7%	u	-19%	-18%	-6.5
Cc1cc(NCCN2CCOCC2)n2ncc(-c3ccccc3)c2n1	5%	i	x	2%	2.5%	-22%	2%	-1%	-1.4
Cc1ccnc(NC(=O)Cc2ccc(-c3ccccc3)cc2)c1	22%	i	u	-12%	-1.2%	u	u	-12%	-2.5
CC(C)c1ccccc1N=C1SCCCN1C(=O)c1cccc(N2C(=O)CCC2=O)c1	0%	i	-6%	-5%	-0.1%	1%	0%	0%	0.0
CC1(c2cccc(Br)c2)NC(=O)N(CC(=O)Nc2ccc3c(c2)OCO3)C1=O (configuration not stated)	17%	i	u	0%	2.6%	-11%	5%	-1%	0.8
COCCN1Cc2cccc(C(=O)NC(C)CCc3ccco3)c2C1=O (configuration not stated)	1%	i	0%	-14%	4.2%	-4%	4%	-3%	0.7
Cc1cc(SCC(=O)OCC(=O)N(C)c2ccccc2)nc2ccccc12	7%	i	2%	-20%	0.0%	-25%	1%	-3%	-1.9
CC(=O)Nc1sc2c(c1C(c1ccc(Cl)cc1)N1CCOCC1)CCCC2 (configuration not stated)	-7%	i	u	-6%	-0.2%	2%	u	1%	1.7
CC1CC(C)CN(S(=O)(=O)c2ccc3c(c2)NC(=O)C(C)C(=O)N3)C1 (configuration not stated)	7%	i	-3%	1%	0.6%	2%	0%	0%	-0.2
CC(=O)Oc1ccc2cc(-c3cccnc3)c(=O)oc2c1	2%	i	8%	0%	1.4%	-3%	9%	x	1.4
O=C(CSc1cn(CCNC(=O)c2ccccc2)c2ccccc12)NCC1CCCO1 (configuration not stated)	6%	i	u	-5%	-0.1%	2%	-1%	-4%	0.5

An excerpt (hit frequency here may not be typical).
